GLP-1R agonist – qHTS of GLP-1 Receptor Agonists; actives 0.007% (n = 380,000); Potency, µM (highest dose often 45.6 µM), for the others: top-dose activation, usual class: activators; HEK293 GLP-1R CRE-luciferase, luminescence, 4-6 h; cells express a hypersensitive GLP-1R form; further: potency means the concentration at half of the fitted maximal effect; % of control where 0% means no effect
Target sequence (P43220 whole entry, looked up): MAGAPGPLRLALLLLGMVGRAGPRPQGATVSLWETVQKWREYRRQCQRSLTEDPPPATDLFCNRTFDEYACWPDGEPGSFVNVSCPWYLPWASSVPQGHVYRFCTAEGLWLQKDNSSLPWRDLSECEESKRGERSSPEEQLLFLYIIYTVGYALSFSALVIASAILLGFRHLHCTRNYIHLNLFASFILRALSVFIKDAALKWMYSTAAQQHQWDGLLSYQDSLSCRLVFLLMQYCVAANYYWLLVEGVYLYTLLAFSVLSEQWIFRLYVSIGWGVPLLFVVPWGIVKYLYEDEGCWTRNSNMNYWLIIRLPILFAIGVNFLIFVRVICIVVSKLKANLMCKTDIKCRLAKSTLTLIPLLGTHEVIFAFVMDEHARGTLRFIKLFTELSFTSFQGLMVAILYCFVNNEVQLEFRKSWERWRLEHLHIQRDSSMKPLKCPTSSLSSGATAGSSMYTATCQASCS
KB-V1 cytotox – qHTS assay for MDR1-selective chemotherapeutics: Primary screen using the drug-selected MDR subline cells KB-V1; KB-V1 MDR cells viability, CellTiter-Glo, 72 h; Potency, µM (titrated, usually from 46.1 µM), for the others: top-dose activity change, negative = cytotoxicity, most hits filed as cytotoxic; actives 3.4% (n = 400,000); AID 1347076, 2019; further: potency means the concentration at half of the fitted maximal effect; on the % scale 0 is the no-effect control and ±100 the full control effect; nearly all actives have a fitted effect of over 60% in size
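Potencies derive from concentration-effect curves fitted to normalized luminescence (CellTiter-Glo) of KB-V1 cells treated for 72 h at 37 degrees C in phenol-red-free DMEM containing 10% FBS.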
GLP1R inv ag – qHTS of GLP-1 Receptor Inverse Agonists (Inhibition Mode); Glucagon-like peptide 1 receptor (Homo sapiens), P43220; HEK293 GLP-1R CRE-luciferase, luminescence, 24 h; GLP-1R form is constitutively active; Potency, µM (top dose mostly 38.3 µM), for inactives: top-dose activity change, negative = inhibition, hits mostly inhibitors; actives 1.6% (n = 410,000); AID 624417, 2012; further: potency means the concentration at half of the fitted maximal effect; on the % scale 0 is the no-effect control and ±100 the full control effect; nearly all actives have a fitted effect of over 55% in size
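Inverse agonists were sought by their lowering of basal cAMP reporter luciferase output in HEK293 cells stably carrying constitutively active human GLP-1R, after 24 h compound treatment.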
GLP1R cytotox – qHTS of GLP-1 Receptor Inverse Agonists: Cytotox Screen; HEK293 cAMP-luciferase reporter cells, luminescence, 24 h; Potency, µM (titrated, usually from 38.3 µM), for inactives: top-dose activity change, negative = inhibition, hits mostly inhibitors; actives 0.13% (n = 410,000); AID 624418, 2012;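 further: loss of luciferase light is scored as toxicity; potency means the concentration at half of the fitted maximal effect; on the % scale 0 is the no-effect control and ±100 the full control effect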
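Quantitative HTS format, 1536 wells, 200 cells/uL seeded. Compounds: 23 nL, 24 h, 37 °C. Detection: luciferase reagent, luminescence at 12 min RT; decreased signal taken as cytotoxic.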
PTHR1 ag – qHTS for PTHR1 Agonists: Primary Screen | Parathyroid hormone/parathyroid hormone-related peptide receptor (Homo sapiens), Q03431 | HEK293 GP2 PTHR1 cells, GloSensor cAMP luminescence, 1 h | Potency, µM (doses to about 115 µM), inactives show at the top dose activation, most hits filed as activators | actives 0.075% (n = 410,000) | AID 743266, 2014; further: potency means the concentration at half of the fitted maximal effect; nearly all actives have a fitted effect of over 55% in size; some results filed as inactive show a strong effect at the top dose; inactives centre near -15; many of its hits are not listed in these tables
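HEK-293-derived GP2 cells expressing PTHR1 and a GloSensor cAMP reporter, 3,000/well, plated overnight, given luciferin plus IBMX (each 0.5 mM as added) for 1 h at 37 °C, then compound for 1 h at 37 °C. Luminescence was read after 15 min at room temperature.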
D3 ag – qHTS of D3 Dopamine Receptor Agonist: qHTS; D(3) dopamine receptor (Homo sapiens), P35462; D3R DiscoveRx beta-arrestin cells, luminescence, 90 min; max activation, %; actives 0.58% (n = 410,000); AID 652048, 2013; in the data active means max activation above about 30%; further: 0% is about no effect; mostly tested at two doses, the higher about 12 µM
Target sequence (P35462 whole entry, looked up): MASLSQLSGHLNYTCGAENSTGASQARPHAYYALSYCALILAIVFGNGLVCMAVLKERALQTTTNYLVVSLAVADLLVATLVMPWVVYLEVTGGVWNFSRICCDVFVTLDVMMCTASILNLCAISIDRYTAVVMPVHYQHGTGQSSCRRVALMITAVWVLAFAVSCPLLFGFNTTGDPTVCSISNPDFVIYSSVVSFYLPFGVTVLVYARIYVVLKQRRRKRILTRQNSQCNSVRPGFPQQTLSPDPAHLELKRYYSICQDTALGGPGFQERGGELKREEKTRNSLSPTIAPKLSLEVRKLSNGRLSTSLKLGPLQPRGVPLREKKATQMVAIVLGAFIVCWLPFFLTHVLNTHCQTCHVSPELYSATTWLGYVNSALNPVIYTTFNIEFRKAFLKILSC
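Agonist mode: compounds and dopamine controls were applied to plated cells for 90 min at 37 degrees C after an overnight attachment at 1500 cells/well. Luminescent read-out followed 30 - 60 minutes at room temperature with DiscoveRx detection reagent.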
D3 antag – qHTS of D3 Dopamine Receptor Antagonist: qHTS; actives 2.5% (n = 360,000); max response, negative = inhibition, %; D(3) dopamine receptor (Homo sapiens), P35462; D3R cells, DiscoveRx beta-arrestin luminescence, antagonist mode; active compounds read low; in the data active means max response below about -50%; inconclusive means no clear call, values can overlap the other calls; further: on the % scale 0 is the no-effect control and ±100 the full control effect; mostly tested at two doses, the higher about 12 µM
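Cells expressing the human receptor were seeded at 1500 cells/well, incubated overnight at 37 degrees C in 5% CO2, then exposed to library compounds with dopamine controls for 90 minutes at 37 degrees C before luminescent detection.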
TDP-43 yeast inh – qHTS of TDP-43 Inhibitors; actives 1.8% (n = 410,000); Potency, µM (series often up to 46.1 µM), for the others: at the highest dose growth rescue (activation), usual class: activators; TDP-43 expressing yeast growth rescue, BacTiter-Glo, 24 h; further: potency means the concentration at half of the fitted maximal effect; % of control where 0% means no effect; nearly all actives have a fitted effect of over 50% in size
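Luminescence from BacTiter-Glo reports growth of TDP-43-expressing yeast after 24 hr at 30 deg C with compound. Cells were raffinose-pregrown to mid-log, then seeded in galactose medium at OD600=0.02.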
aSyn yeast inh – qHTS of alpha-syn Inhibitors; Yeast expressing alpha-synuclein, growth rescue, BacTiter-Glo, 24 h; Potency, µM (top dose mostly 46.1 µM), without a hit: at the highest dose growth rescue (activation), hits mostly activators; actives 0.14% (n = 370,000); AID 652106, 2013; further: potency means the concentration at half of the fitted maximal effect; % of control where 0% means no effect; nearly all actives have a fitted effect of over 65% in size
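Galactose-induced alpha-syn yeast (OD600=0.02, raffinose-pregrown) + pinned cpd, 24 hr, 30 deg C; growth by BacTiter-Glo luminescence. Growth restoration scores as activation.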
* = called active by the depositor; i = inactive; ? = inconclusive; / = not tested or not shown; & = joins results of further samples; [ ] = dose if it differs, or a comment. Unless noted, the call rests on the fitted dose curve; in most records, active means well fitted curve in the direction sought with a large enough effect; inconclusive means small, poorly fitted or top-dose-only effect, or another doubt; inactive means no such curve, though single readings can be large; an effect the other way counts as inactive or inconclusive.

SMILES | GLP-1R agonist | KB-V1 cytotox | GLP1R inv ag | GLP1R cytotox | PTHR1 ag | D3 ag | D3 antag | TDP-43 yeast inh | aSyn yeast inh
O=C(Cn1cnc2ccccc2c1=O)OCCCCN1C(=O)c2ccccc2C1=O | 2% | ? | 0% | 3% | -68%[inhibitor][57.5 µM] | 3 | 43 | ? | 2%
COC(=O)c1ccc(C(C(=O)NC2CCCCC2)N(CCc2ccccc2)C(=O)Cc2cccs2)cc1 (stereo not drawn) | 1% | 13% | 10% | -2% | i | 3 | 0 | 12% | -4%
CCc1cc2c(=O)c(-c3nc4ccccc4[nH]3)coc2c(CN2CCCCC2C)c1O (stereo not drawn) | 4% | 27% | -17% | -4% | -10% | -8 | 31 | 2% | 15%
Cn1c(=O)c2c(c3ccccc31)OC(=O)CC2c1cccnc1 (stereo not drawn) | -4% | 21% | 8% | -3% | -96%[inhibitor] | 7 | 5 | -3% | -3%
CNC(=O)C1Cc2ccccc2CN1S(=O)(=O)c1ccc(OC)c(OC)c1 (stereo not drawn) | -2% | 1% | 12% | 15% | i | 1 | 5 | 20% | 6%
CCOc1ccccc1N(CC(=O)N1CCN(Cc2ccccc2)CC1)S(=O)(=O)c1ccccc1 | 0% | ? | ? | -2% | -14% | -13 | -23 | 4% | 5%
Cc1cccc(-n2c(CCN3C(=O)c4ccccc4C3=O)nc3ccccc3c2=O)n1 | 1% | -18% | 6% | -1% | i | 0 | 20 | 10% | -11%
COc1ccccc1CNC(=O)COC(=O)/C=C/c1ccc(OC(F)F)c(OC)c1 | 3% | 4% | 0% | 0% | -10% | 1 | 14 | -20% | -7%
CCN(CC)c1ccc(C(=O)OCC(=O)N(C)Cc2ccccc2)cc1 | 9% | ? | ? | 8% | -18% | -11 | -19 | ? | 10%
CCOC(=O)c1ccc(Oc2nc(NC)nc(OC)n2)cc1 | 16% | 1% | 26% | 11% | -1%[57.5 µM] | -3 | ? | 8% | -2%
COc1ccc(C2Nc3ccccc3C(=O)N2c2ccc(F)cc2)cc1CSc1ccccn1 (stereo not drawn) | 4% | -11% | 4% | -1%[1.53 µM] | i | 7 | 9 | -8% | 0%
COC(=O)c1cccc(NC(=S)NCc2ccc(Cl)cc2)c1 | -2% | 7% | ? | -14% | i | 1 | -12 | 26% | 2%
COc1ccccc1CCNC(=O)CNC(=O)Cc1cccc2ccccc12 | 5% | -6%&-22% | -18% | -5% | i | -1 | -1 | 12% | 4%&0%
Cc1ccc(CNC(=O)CSCC(=O)O)cc1 | -8% | 1% | 4% | -2% | -22%[57.5 µM] | 3 | 13 | 10% | 4%
CCc1cc(C(=O)N(CC)CC(=O)Nc2c(F)cccc2F)sc1C | 2% | -26% | -5% | -5% | -10% | 10 | 0 | 18% | 5%
CCOc1ccc(N2CC(O)(c3ccc(F)cc3)[N+]3=C2CCCC3)cc1 (stereo not drawn) | -1% | 5% | -33% | -7% | i | -13 | -7 | 18% | 4%
CCc1cccc(C)c1NC(=O)CN1C(=O)NC(Cc2ccccc2)C1=O (stereo not drawn) | 3% | 0% | 4% | 13% | -8% | 0 | 1 | 12% | 8%
Cc1c(Cl)cccc1NC(=S)NN | -2% | -2% | -17% | -20% | -25% | 2 | -6 | ? | 11%
Cc1cccc(NC(=O)CN2C(=O)N/C(=C\c3ccccc3OCc3ccc(C(=O)O)cc3)C2=O)c1 | 7% | 16% | 52%[activator] | 3% | -16% | 3 | -1 | 11% | 5%
O=C(NNC(=S)NCc1ccc(Cl)cc1)c1ccc(Br)o1 | 1% | 7% | -33% | -4% | i | -7 | -1 | 10% | 1%
COc1ccccc1NS(=O)(=O)c1cc(NC(=O)Nc2ccccc2)ccc1N1CCCCC1 | -17% | ? | ? | 1%[1.53 µM] | -20% | 7 | -19 | 8% | 2%
O=C(CCCc1ccccc1)NC1CC(=O)N(c2ccc(F)cc2)C1 (stereo not drawn) | / | / | -8% | 0% | i | 1 | / | 13% | /
CCOc1ccc(Br)cc1S(=O)(=O)Nc1ccc(C(=O)OCC(=O)N(C)c2ccccc2)cc1 | ? | -1% | ? | 7% | i | -10 | 10 | -10% | -2%
CC(C)COc1ccc(-c2nn(-c3ccccc3)cc2CO)cc1 | 16% | 4% | ? | -1% | -40%[inhibitor] | 20 | 21 | 28µM* | 4%

Only GLP1R inv ag and GLP-1R agonist, for 3 of the compounds above:
smiles,GLP1R inv ag,GLP-1R agonist
Cc1cccc(NC(=O)CN2C(=O)N/C(=C\c3ccccc3OCc3ccc(C(=O)O)cc3)C2=O)c1,52%[activator],7%
O=C(NNC(=S)NCc1ccc(Cl)cc1)c1ccc(Br)o1,-33%,1%
COc1ccccc1NS(=O)(=O)c1cc(NC(=O)Nc2ccccc2)ccc1N1CCCCC1,?,-17%

Continued:
SMILES | GLP-1R agonist | KB-V1 cytotox | GLP1R inv ag | GLP1R cytotox | PTHR1 ag | D3 ag | D3 antag | TDP-43 yeast inh | aSyn yeast inh
CCOc1ccc(C(=O)/C=C/c2ccc(SC)cc2)cc1 | -3% | -8% | 0% | 2% | i | -9 | 8 | 1% | -1%
O=C(ON=C1CCN(S(=O)(=O)c2ccccc2)CC1)c1cccc(Cl)c1 | -12% | 1% | 0% | -2% | i | -4 | 13 | ? | 2%
Cc1cc(NC(=O)CSc2nc3ccccc3c(=O)n2CCCC(=O)NCc2ccco2)n[nH]1 | 1% | -6% | -8% | -24% | -89%[inhibitor] | -2 | 13 | 6% | /
O=C1CCCN2N=C(SCC(=O)Nc3ccc(OC(F)(F)F)cc3)SC2=N1 | 8% | -19% | 4% | -2% | -63%[inhibitor] | -4 | -4 | -9% | 3%
CCC(=O)Nc1ccc(-c2nnc(SCC(=O)Nc3nccs3)n2C)cc1 | -5% | -1% | 4% | -25% | i | -10 | 5 | -4% | 1%
CCC(C)(C)n1nnnc1C(c1cc2cc(OC)ccc2[nH]c1=O)N1CCc2ccccc21 (stereo not drawn) | -4% | 18µM* | ? | -27% | -7% | -6 | -3 | -22% | 3%
O=C(O)c1cc(=O)c2c3nc4ccccc4oc-3cc(=O)c2[nH]1 | -1% | -3% | / | / | / | -3 | / | / | -11%
CCOC(=O)C(Cc1ccc(Cl)cc1Cl)c1ccno1 (stereo not drawn) | -2% | -3% | ? | 2% | -7% | -1 | -27 | ? | 15%
O=C(c1ccc(OC2CCN(Cc3cccc(OCCO)c3)CC2)cc1)N1CCCC1 | 10% | 24% | -27% | 0% | i | 0 | 4 | -2% | -7%
Cc1ccc(S(=O)(=O)NCCC2=CCCCC2)cc1 | 21% | -12% | ? | 1% | -19% | -3 | -2 | ? | 8%
Cc1cn(C2CCCCC2)c(=O)[nH]c1=O | 7% | / | 16% | 0% | -5% | -4 | -6 | -7% | -5%
COc1ccc(S(=O)(=O)N2CCOC23CCN(S(=O)(=O)c2ccc(Cl)cc2)CC3)cc1 | -7% | 1% | 18% | 8% | -14% | -2 | 9 | 12% | 6%
CNc1nc(-c2ccccc2)nc(-c2ccccc2)c1C#N | 3% | -6% | 10% | -6% | 19%[57.5 µM] | -1 | -19 | -7% | 11%
O=C(NCCS(=O)(=O)c1ccc(Br)cc1)c1ccccc1 | 1% | -23% | 14% | -1% | 29% | -10 | -13 | -13% | -2%
Clc1ccc2nc3c4ccccc4cnn3c2c1 | 15% | -14% | 67%[activator] | 22% | -84%[inhibitor] | -7 | -6 | 8% | 2%
CCC(Sc1nc2ncccc2o1)C(=O)Nc1cccc(C)c1 (stereo not drawn) | / | / | 3% | -7% | -2% | -8 | / | -6% | /
COc1ccc(-c2cc(-c3nnc(COC(=O)CC4CCCC4)o3)c3ccccc3n2)cc1OC | 11% | -22% | -10% | -11% | -6% | -7 | 11 | 8% | 0%
CCn1c2ccccc2c2cc(NC(=S)N3CCOCC3)ccc21 | 7% | -4% | 0% | ? | -17% | 3 | 0 | ? | 0%
O=C1OCCC1Sc1nnc(-c2ccco2)n1-c1ccccc1 (stereo not drawn) | 4% | -1% | 1% | -5% | i | 1 | 10 | -7% | 6%
CCOc1ccc(NC(=O)CC2C(=O)N(c3ccccc3)C(=O)N2CCc2ccc(OC)cc2)cc1 (stereo not drawn) | / | 10% | ? | -5% | i | 6 | / | 11% | /
CCOc1ccc(C(C)NC(=S)NC2CCCCC2)cc1OCC (stereo not drawn) | 23% | ? | 9% | ? | -37%[inhibitor] | 1 | -2 | 25% | 5%
O=c1ccc(-c2ccccc2)no1 | 11% | 20% | 0% | -15% | i | 4 | -6 | 12% | -2%
CN(C)/C=N/C(=S)Nc1ccccc1Cl | 2% | 13% | 12%[7.66 µM] | -1%[7.66 µM] | -14% | -1 | 4 | 6%[9.22 µM] | 1%
CCOC(=O)c1scc(-c2ccccc2)c1S(=O)(=O)Nc1ccccc1F | / | ? | ? | -8% | i | 2 | / | ? | /
CCN(c1ccccc1)S(=O)(=O)c1cc(C(=O)OCC(=O)c2c(N)n(C)c(=O)n(C)c2=O)ccc1C | -6% | 0% | 6% | -20% | -39%[inhibitor] | -13 | -2 | 0% | 0%
CCCN(CC(=O)Nc1ccccc1OC)Cc1c(O)ccc2ccccc12 | 1% | 3% | -2% | 0% | -12% | -3 | -22 | 2% | 4%
CC(=O)N/C(=C\c1ccccc1)C(=O)OCC(=O)N(C)C1CCS(=O)(=O)C1 (stereo not drawn) | -1% | / | 13% | 0% | i | 0 | 8 | 14% | -3%

A portion of the library; the hit share may differ from the screen's.
